Screening results from PubChem BioAssay.
PTK2B oligo ant – Pyk2 (human) oligomerization antagonism; Q14289; Q293 cells, Pyk2 FERM NanoBiT luminescence; hits give low values; z-score (the deposit names both 25 µM and 10 µM); actives 0.83% (n = 99,000); AID 1347419;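 active means Z-score of -3 or lower, scaled per plate to the spread of control and sample wells; inactive means z-score above -3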;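 further: negative z-score means lost luminescence so less FERM oligomerization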
Target sequence (Q14289 whole entry, looked up): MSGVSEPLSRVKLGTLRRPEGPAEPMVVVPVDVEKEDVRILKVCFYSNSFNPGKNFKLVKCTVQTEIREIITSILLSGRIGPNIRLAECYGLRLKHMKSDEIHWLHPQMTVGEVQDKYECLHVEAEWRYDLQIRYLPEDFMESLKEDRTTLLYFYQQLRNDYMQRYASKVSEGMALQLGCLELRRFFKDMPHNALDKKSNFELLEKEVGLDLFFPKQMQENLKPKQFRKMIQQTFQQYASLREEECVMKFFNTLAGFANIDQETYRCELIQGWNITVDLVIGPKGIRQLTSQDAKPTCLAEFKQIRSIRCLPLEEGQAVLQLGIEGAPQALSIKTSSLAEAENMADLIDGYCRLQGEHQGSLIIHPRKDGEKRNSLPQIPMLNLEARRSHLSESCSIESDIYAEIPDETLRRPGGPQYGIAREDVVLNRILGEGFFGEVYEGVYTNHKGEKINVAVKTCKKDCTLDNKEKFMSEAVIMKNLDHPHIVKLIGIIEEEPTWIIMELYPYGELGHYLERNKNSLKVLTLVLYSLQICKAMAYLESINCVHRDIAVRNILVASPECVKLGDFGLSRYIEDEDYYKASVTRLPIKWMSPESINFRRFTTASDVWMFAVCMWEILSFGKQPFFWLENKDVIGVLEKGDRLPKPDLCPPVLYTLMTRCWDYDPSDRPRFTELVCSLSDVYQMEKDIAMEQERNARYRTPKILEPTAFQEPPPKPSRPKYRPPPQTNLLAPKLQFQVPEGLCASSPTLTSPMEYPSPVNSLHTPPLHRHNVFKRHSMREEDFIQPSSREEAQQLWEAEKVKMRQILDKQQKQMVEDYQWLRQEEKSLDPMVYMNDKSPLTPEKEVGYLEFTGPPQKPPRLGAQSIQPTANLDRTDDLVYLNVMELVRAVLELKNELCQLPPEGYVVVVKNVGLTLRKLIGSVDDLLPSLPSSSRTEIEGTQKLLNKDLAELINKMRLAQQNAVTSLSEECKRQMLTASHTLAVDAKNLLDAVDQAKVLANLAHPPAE
hDAT+cocaine – modulates human dopamine transporter uptake under cocaine. B-score at 10 µM. actives 1.3% (n = 110,000). Q01959. LLC-PK1 hDAT cells, [14C]-dopamine uptake with cocaine IC80; actives deviate in either direction;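 active means Z score or B-score, a plate-position-corrected score, falls beyond the plate's 99.7% confidence bounds, in either direction; inactive means both scores lie inside the 99.7% bounds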;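 further: scored against the spread of the other compound wells on the same plate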
Ecoli WT expand – E. coli BW25113 growth inhibition, expanded screen; growth inhibition, % at 100 µM; OD600 absorbance; actives 0.15% (n = 98,000);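 active means growth inhibition above about 50% at one test dose, limit read from the data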;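 further: growth measured after 20 h incubation at 37 °C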
LYP act – activators of human LYP (PTPN22) phosphatase. recombinant LYP, DiFMUP fluorescence; 0 = plate median, 100 = signal doubled. activation, % at 2 µM. actives 0.11% (n = 96,000). Q9Y2R2. AID 697;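 active means activation at 2 µM above a set limit, the mean plus 5 SD, cut at about 37% in these data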
CYP2C9 inhib – inhibitors of human CYP2C9; P11712; CYP2C9 Supersomes, luciferin-H conversion, luminescence; inhibition, % at 5 µM; actives 20% (n = 96,000); AID 777;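 active means blocking of liver enzyme CYP2C9 beyond about 50% at 5 µM, limit read from the data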; further: values of inactives mirror those of a sister screen read the other way
PostGolgi yeast – growth inhibition of a yeast mutant, post-Golgi transport screen; AID 739; inhibition, % at 10 µM; post-Golgi transport phenotypic cell assay; actives 0.9% (n = 98,000);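 further: yeast cells grown in 1536-well plates; yeast grown about 18 h at 30C before absorbance read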
CYP2C9 activ – increases human cytochrome P450 2C9 activity. P11712. recombinant CYP2C9, luciferin-H conversion, luminescence; hits give high values; factor 1 = untreated enzyme, 0 = blocked. activation factor at 5 µM. actives 1.4% (n = 96,000). AID 1024;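 active means activation factor of 2 or more for CYP2C9 at a 5 µM dose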;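 further: 0 = sulfaphenazole-blocked wells and 1 = vehicle-only wells; values of inactives mirror those of a sister screen read the other way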
PTPN22 inh 2 – LYP (human) phosphatase inhibition. Q9Y2R2. recombinant LYP catalytic domain, DiFMUP fluorescence. inhibition, % at 2 µM. actives 0.21% (n = 96,000). AID 640;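 active means inhibition at 2 µM at or above a set limit, the screen mean plus 3 SD, cut at about 24% in these data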;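 further: 0% = DMSO with enzyme and 100% = enzyme fully blocked by orthovanadate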
PostGolgi ctrl – growth of the yeast control strain, post-Golgi counter-screen; AID 738; inhibition, % at 10 µM; efflux-deficient yeast background strain, growth absorbance A615, 16 h; actives 5% (n = 98,000)
Numbers without * were called inactive; nt = no result given. Unless noted, no stated cut-off is given here; in the data, active means inhibition above about 30%; inactive means the rest.

SMILES	PTK2B oligo ant	hDAT+cocaine	Ecoli WT expand	LYP act	CYP2C9 inhib	PostGolgi yeast	CYP2C9 activ	PTPN22 inh 2	PostGolgi ctrl
COc1cc(C(=O)NCC(=O)n2nc(C)cc2C)cc(OC)c1OC	0.57	-0.042	-3	-4	-27	-12	1.3	2	26
Cc1ccc(/C=N/n2c(C)n[nH]c2=S)o1	1.6	-0.1	2	-1	-15	6	1.1	1	-1
N#C/C(=C\c1cn(CCOc2ccccc2)c2ccccc12)C(=O)NCc1ccco1	0.11	0.4	-24	6	44	-5	0.6	-5	13
CCCCCC(=O)Nc1ccc2oc(-c3cncc(Br)c3)nc2c1	0.8	0.99	0	5	8	6	0.9	-2	-2
COc1cc(/C=C2\SC(c3ccc(C)cc3)=NC2=O)cc(OC)c1OC	-0.32	-0.93	-12	0	63*	6	0.4	-2	-5
CCOc1cc(/C=C\c2[nH]c(=O)[nH]c(=O)c2[N+](=O)[O-])ccc1OC(C)CC (centres undefined)	nt	0.21	-12	7	39	-5	0.6	-10	3
O=C(CCNC(=O)c1ccco1)NCc1ccccc1	0.86	0.21	10	10	8	0	0.9	-8	11
c1ccc(NCn2cncn2)nc1	1	-0.61	-2	-15	-3	1	1	16	-2
Cc1cc(C(C#N)c2ccccc2)n2ncnc2n1 (centres undefined)	-0.02	-0.78	-14	3	-59	-3	1.6	-6	10
O=C(NCCO)c1ccc2[nH]c3ccccc3c2c1	-0.28	-0.12	2	-5	16	8	0.8	10	-2
O=C1CCCC(O)=C1C1NCCc2ccccc21 (centres undefined)	-0.63	-0.53	3	0	20	9	0.8	1	3
NC(=O)c1ccccc1NC(=O)CS(=O)(=O)Cc1ccccc1	0.05	-0.03	-10	nt	14	0	0.9	nt	7
CCN(CC)Cc1c(C(=O)OC(C)C)nnn1-c1nonc1N	0.07	-0.51	0	0	26	-5	0.7	-1	6
Cc1cc(C)n(-c2nc3sc4c(c3c(=O)[nH]2)CCCC4)n1	nt	nt	-4	-20	8	99*	0.9	20	98*
Cc1cc(Nc2ccccc2)nc(N)n1	-0.17	-0.62	9	-2	-7	18	1.1	4	5
O=[N+]([O-])c1ccc(C=Nc2ccc(Cl)cc2Cl)s1	0.16	0.36	-5	-5	8	13	0.9	7	23
COc1ccc(-c2noc(CCC(=O)NCCN3CCN(c4ccccc4F)CC3)n2)cc1	1.9	1.4	-8	-2	69*	1	0.3	-2	7
Cc1ccc(C)c(N2CCN(C(=O)COc3cc(=O)n(C)c4ccccc34)CC2)c1	-0.55	0.6	0	1	3	2	1	0	38*
C=CCNC(=O)c1ccc(C(=O)c2ccccc2)cc1	-0.1	0.066	6	-8	5	-1	1	7	4
CN(C)S(=O)(=O)c1cccc(C(=O)Nc2ccc(Cl)cn2)c1	0.52	1.1	5	nt	-6	-1	1.1	nt	17
CCCn1nc2cc(C(=O)NC3CCc4ccccc43)ccc2c1OCC (centres undefined)	nt	2.3*	-4	-1	23	10	0.8	-1	9
O=C(N/N=C/c1ccc(N2CCOCC2)o1)c1cccc(F)c1	-0.62	-0.39	nt	-1	nt	nt	nt	0	nt
COc1cc(N2CCCC2)c(OC)cc1/C=c1/sc2nc3ccccc3n2c1=O	nt	nt	-8	-5	16	-3	0.8	3	0
CCOC(=O)C1CCCN(c2c(N3CCOCC3)c(=O)c2=O)C1 (centres undefined)	nt	-0.046	6	3	-16	0	1.2	-6	4
CCCCN1C(=O)C(O)=C(C(C)=O)C1c1ccc(OC)cc1OC (centres undefined)	-0.22	0.34	-4	-2	13	-3	0.9	-1	-7
SMILES	PTK2B oligo ant	hDAT+cocaine	Ecoli WT expand	LYP act	CYP2C9 inhib	PostGolgi yeast	CYP2C9 activ	PTPN22 inh 2	PostGolgi ctrl
CCOc1ccc(CC(=O)C2C(=O)CCCC2=O)cc1OCC	0.73	0.028	-3	-2	29	-2	0.7	1	15
Cc1ccc(C)c(N2CCN(C(=O)c3cc4ccccc4oc3=O)CC2)c1	nt	-0.81	4	-2	20	3	0.8	-1	27
O=C(CSc1ncccn1)n1c2c(c3ccccc31)CCCC2	-0.74	0.00033	-35	4	-112	-1	2.1*	1	51*
CCCCNC(=O)Nc1nnc(-c2ccc(Cl)cc2)o1	0.8	-0.054	-11	2	-9	-3	1.1	1	19
Cc1occc1-c1nnc(SCC(=O)NCc2ccc3c(c2)OCO3)n1CC(C)C	-0.25	0.68	9	1	16	-2	0.8	-2	14
CCc1ccccc1NC(=O)CSc1nnc(Cn2nnc3ccccc32)n1C	1.8	0.14	nt	-4	nt	nt	nt	3	nt
CCOC(=O)c1c(SC)nc(SC)c2c1CCC2	1.2	-0.4	-8	-1	-13	3	1.1	-3	7
CC(=O)NC(CCS(C)(=O)=O)C(=O)Nc1ccccc1Cl (centres undefined)	-0.37	-0.33	-2	-5	10	3	0.9	3	0
O=C(Nc1ccccc1N1CCCC1)c1cc2ccccc2o1	-0.92	nt	-2	0	13	-11	0.9	0	39*
CN(c1ccccc1C(=O)NCc1ccco1)S(C)(=O)=O	0.18	-0.32	2	-8	19	-9	0.8	3	23
Cc1ccc(S(=O)(=O)NCC(=O)N2CCCC2)cc1	0.09	-0.018	8	-2	1	20	1	5	2
Cc1n[nH]c(C)c1Sc1ccccc1N=Cc1cc([N+](=O)[O-])ccc1O	nt	-0.39	7	-14	74*	1	0.3	10	19
NC(=O)C1CCN(C(=O)c2cc3ccccn3n2)CC1	nt	0.12	-2	-2	-13	2	1.1	1	-2
O=C(c1cccc(S(=O)(=O)NCc2ccccc2)c1)N1CCN(Cc2ccccc2)CC1	0.33	0.0076	8	1	30	13	0.7	-2	2
CS(=O)(=O)N(Cc1ccccc1)c1ccc(C(=O)NC2CCCCC2O)cc1 (centres undefined)	-0.04	-0.9	-4	-2	12	-3	0.9	-1	-1
CCOC(=O)c1c(-c2cccs2)csc1NC(=O)c1ccco1	0.2	-0.63	nt	-2	nt	nt	nt	6	nt
O=C(O)c1cc2nc(-c3ccc(F)cc3)cc(C(F)(F)F)n2n1	0.34	-0.13	-2	-3	-23	4	1.2	7	0
Clc1ccc(-c2nnc(-c3ccc(Br)o3)o2)c(Cl)c1	0.26	-0.85	-9	-4	5	0	0.9	2	0
Cc1nn(C)c(C)c1S(=O)(=O)NC1CCCc2ccccc21 (centres undefined)	0.24	-0.96	4	-3	-64	10	1.6	4	-3
Cc1ccc(C)c(CSc2nnc([C@@H](N)C(C)C)o2)c1	0.37	0.29	12	5	-71	2	1.7	-6	11
Cc1ccc2c(c1)nnn2C1CCN(S(=O)(=O)c2ccc(C(=O)N3C(C)CCCC3C)cc2)CC1 (centres undefined)	-0.91	nt	-9	-5	50	-5	0.5	3	5
O=C(CSc1nc2ccccc2c(=O)[nH]1)c1ccc(O)c(O)c1	-0.49	1.2	10	nt	77*	-5	0.2	nt	15
CCOC(=O)C1CCCN(C(=O)c2sc3nc(C)nc(N(CC)CC)c3c2C)C1 (centres undefined)	-0.53	0.33	nt	3	nt	nt	nt	-6	nt
CC(C)CCC1CC(CSC(=N)N)OC1=O (centres undefined)	0.53	0.31	10	3	-17	14	1.2	-3	0
CCCNC(=O)CCc1c(C)nc2nc(-c3cc(OC)cc(OC)c3)nn2c1C	-0.05	0.51	-9	3	-7	-1	1.1	1	2
SMILES	PTK2B oligo ant	hDAT+cocaine	Ecoli WT expand	LYP act	CYP2C9 inhib	PostGolgi yeast	CYP2C9 activ	PTPN22 inh 2	PostGolgi ctrl
CCc1ccc2[nH]c(=O)c(CN(Cc3ccccc3)C(=O)Nc3ccccc3OC)cc2c1	-2	-0.64	2	-12	90*	19	0.1	13	71*
CCCc1nc(N)sc1C(=O)OCC	0.01	-0.00099	5	14	21	-3	0.8	-10	1
CCc1nnc(NC(=O)c2ccc(-c3cc(C(F)(F)F)ccc3Cl)o2)s1	0.87	-1.2	-1	6	-48	0	1.5	-4	2
Cn1c(=O)n(C)c2cc([N+](=O)[O-])c(N3CCN(S(=O)(=O)c4ccc5ccccc5c4)CC3)cc21	0.43	-0.54	-5	-2	40	-4	0.6	0	15
Cc1cc(C)c2c(CN3CCN(C/C=C/c4ccccc4)CC3)cc(=O)oc2c1	0.83	0.045	-12	0	69*	0	0.3	-1	7
COc1ccc2c(c1)SC1=NCCS(=O)(=O)N12	1.6	-0.95	1	4	6	-2	0.9	-4	1
Cc1ccn2c(-c3csc(NCc4ccco4)n3)c(C)nc2c1	0.33	0.98	17	nt	19	1	0.8	nt	11
COc1ccc(N(CC(=O)NN=C2CCCC2)S(=O)(=O)c2ccccc2)cc1	-0.36	-0.97	-5	-3	21	-1	0.8	6	4
O=C1c2ccccc2C(=O)N1CCCCSc1nc2ccccc2o1	0.61	0.16	-17	4	66*	11	0.3	-3	30*
Nc1nc(N2CCCCC2)nc(N2CCCCC2)n1	-1	0.93	-8	-1	19	-5	0.8	3	8
CCCCN1C2=NCCCN2c2ccccc21	0.05	-0.11	8	2	-6	3	1.1	-1	2
c1ccc2c(c1)OCC(c1nn3c(Cn4nnc5ccccc54)nnc3s1)O2 (centres undefined)	1.4	0.78	5	3	34	-1	0.7	-3	30
COc1ccc(CNC(=O)CCc2nc(-c3ccccc3F)no2)c(OC)c1	1.5	0.74	2	-14	57*	-2	0.4	17	2
O=C(Nc1ccccc1)c1c(F)c(F)c(F)c(F)c1F	0.12	-1.2	5	2	21	-5	0.8	-1	12
CCC(Sc1ncccc1C(=O)O)C(=O)N1CCOCC1 (centres undefined)	0.35	1.1	-9	4	4	8	1	-5	0
CSc1nc2nc3c(c(=O)n2[nH]1)CCC3	-0.78	0.67	0	0	-13	-2	1.1	-1	3
O=C(CCN1C(=O)c2ccccc2C1=O)Nc1cccc(F)c1	0.44	0.28	0	7	29	-6	0.7	-7	5
O=C(CN(Cc1ccco1)C(=O)CNS(=O)(=O)c1ccc(Cl)cc1)NC1CCCCC1	-1.1	-0.23	0	8	2	-3	1	-11	9
COc1ccc(N(C(=O)c2ccco2)S(=O)(=O)c2cc(Cl)c(Cl)cc2Cl)cc1	-1.1	0.34	-5	5	94*	-1	0.1	-6	31*
CC(C)CCn1nnnc1C(C(C)C)N1CCC(C(N)=O)CC1 (centres undefined)	-0.09	-0.39	nt	-1	nt	nt	nt	-2	nt
CCC(C)NC(=O)CCCCCn1c(=O)[nH]c2cc(OC)c(OC)cc2c1=O (centres undefined)	2.4	1.4	-4	-9	17	-4	0.8	6	0
CN(C)S(=O)(=O)N1CCN(C(=O)c2cccc(Br)c2)CC1	0.1	-1.1	6	0	7	-6	0.9	-4	11
O=C(CSCc1ccccn1)Nc1ccccc1	0.24	-0.011	10	2	1	2	1	2	-6
O=C1CC(=C2c3ccccc3-c3ccccc32)C(=O)N1CCCCN1CCN(c2ccccc2)CC1	-0.03	0.44	nt	-45	nt	nt	nt	45*	nt
CCOc1ccc(OCC)c(NC(=O)C2CCCN(S(=O)(=O)c3c(C)noc3C)C2)c1 (centres undefined)	0.16	0.15	-7	-1	8	-3	0.9	-2	6
CC(C)(C)c1cc(C(=O)N2CCN(c3ncccn3)CC2)ccn1	0.87	-0.13	2	-3	10	-15	0.9	2	11
COc1ccc(S(=O)(=O)N(CCCN2CCCC2=O)Cc2cc3c(C)cc(C)cc3[nH]c2=O)cc1	-1.5	1.9	4	-5	94*	0	0.1	6	2

A draw from above in order of length of the SMILES, high to low:
SMILES	PTK2B oligo ant	hDAT+cocaine	Ecoli WT expand	LYP act	CYP2C9 inhib	PostGolgi yeast	CYP2C9 activ	PTPN22 inh 2	PostGolgi ctrl
CCC(C)NC(=O)CCCCCn1c(=O)[nH]c2cc(OC)c(OC)cc2c1=O (centres undefined)	2.4	1.4	-4	-9	17	-4	0.8	6	0
COc1ccc(CNC(=O)CCc2nc(-c3ccccc3F)no2)c(OC)c1	1.5	0.74	2	-14	57*	-2	0.4	17	2
O=C(Nc1ccccc1)c1c(F)c(F)c(F)c(F)c1F	0.12	-1.2	5	2	21	-5	0.8	-1	12
